# Screening results (PubChem BioAssay)
# Nrf2 block: Nrf2 qHTS screen for inhibitors. A549 ARE-Fluc reporter, luciferase luminescence, 18-24 h. Potency, µM (titrated, usually from 46 µM), for inactives: at the top dose activity change, negative = inhibition, most hits filed as inhibitors. 360,000 tested, 2.1% active; further: potency means the concentration at half of the fitted maximal effect; on the % scale 0 is the no-effect control and ±100 the full control effect; nearly all actives have a fitted effect of over 60% in size
#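 A549 ARE_Fluc cells (5000/well, 5% FBS OPTI-MEM) pre-incubated 2 h, then treated with compounds 18-24 h at 37C/5% CO2 in concentration-response. CellTiter-Fluor viability read first; BugLite luciferase luminescence after 15 min at room temperature gives Nrf2 activity.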
# EPAC2 antagonist: qHTS for Antagonist of cAMP-regulated guanine nucleotide exchange factor 2 (EPAC2): primary screen | Rap guanine nucleotide exchange factor 4 (Homo sapiens), Q8WZA2 | EPAC2 GEF exchange of Rap1B-BODIPY-GDP, fluorescence | Potency, µM (series often up to 114 µM), for inactives: top-dose activity, negative = inhibition, hits mostly inhibitors | 360,000 tested, 0.18% active | AID 720708, 2013; further: potency means the concentration at half of the fitted maximal effect; on the % scale 0 is the no-effect control and ±100 the full control effect; nearly all actives have a fitted effect of over 45% in size; many of its hits are not listed in these tables
# Target sequence (Q8WZA2 whole entry, looked up): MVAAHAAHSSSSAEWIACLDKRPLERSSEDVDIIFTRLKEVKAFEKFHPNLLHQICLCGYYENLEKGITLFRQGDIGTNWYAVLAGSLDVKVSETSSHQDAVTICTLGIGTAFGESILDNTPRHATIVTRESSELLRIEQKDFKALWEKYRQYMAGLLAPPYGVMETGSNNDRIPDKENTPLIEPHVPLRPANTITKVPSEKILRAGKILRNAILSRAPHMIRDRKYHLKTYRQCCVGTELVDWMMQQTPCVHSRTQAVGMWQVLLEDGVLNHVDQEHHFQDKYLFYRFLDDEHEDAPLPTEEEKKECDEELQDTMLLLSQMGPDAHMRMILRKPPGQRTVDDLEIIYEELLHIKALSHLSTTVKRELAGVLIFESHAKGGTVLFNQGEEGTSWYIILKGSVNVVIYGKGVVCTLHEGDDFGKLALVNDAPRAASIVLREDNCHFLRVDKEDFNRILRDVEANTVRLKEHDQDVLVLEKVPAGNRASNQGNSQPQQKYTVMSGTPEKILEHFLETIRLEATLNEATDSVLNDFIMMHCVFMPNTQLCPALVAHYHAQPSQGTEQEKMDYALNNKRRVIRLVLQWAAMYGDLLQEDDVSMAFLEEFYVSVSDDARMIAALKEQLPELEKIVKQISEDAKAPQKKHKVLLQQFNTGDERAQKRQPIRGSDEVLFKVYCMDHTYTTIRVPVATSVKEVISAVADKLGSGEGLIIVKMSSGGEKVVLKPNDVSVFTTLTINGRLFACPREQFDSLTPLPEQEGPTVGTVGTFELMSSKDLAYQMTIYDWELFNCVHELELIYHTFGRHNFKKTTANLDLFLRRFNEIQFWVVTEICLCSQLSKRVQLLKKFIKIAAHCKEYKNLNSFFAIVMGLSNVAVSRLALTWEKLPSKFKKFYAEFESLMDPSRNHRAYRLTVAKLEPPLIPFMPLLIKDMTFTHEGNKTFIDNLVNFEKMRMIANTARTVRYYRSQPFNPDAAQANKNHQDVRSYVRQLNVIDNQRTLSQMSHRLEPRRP
# A549 tox: Nrf2 qHTS screen for inhibitors: counterscreen for cytotoxicity. A549 ARE-Fluc cells, CellTiter-Fluor viability, 18-24 h. Potency, µM (highest dose often 46 µM), for the others: at the highest dose activity change, negative = cytotoxicity, most hits filed as inhibitors. 390,000 tested, 0.16% active. AID 504648, 2011; further: potency means the concentration at half of the fitted maximal effect; on the % scale 0 is the no-effect control and ±100 the full control effect
#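 Cytotoxicity counterscreen: CellTiter-Fluor fluorescence was measured in A549 ARE_Fluc cells after 18-24 h of compound exposure in a concentration series. The subsequent BugLite luminescent read reports ARE-luciferase activity.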
# TGFb inhibitor: qHTS for Inhibitors of TGF-b | HepG2 CAGA-GFP TGF-b/SMAD3 reporter, GFP fluorescence, 18 h; TGF-beta stimulated, 500 pg/mL final | Potency, µM (highest dose often 46.1 µM), inactives show at the highest dose activity, negative = inhibition, most hits filed as inhibitors | 410,000 tested, 1.2% active; further: potency means the concentration at half of the fitted maximal effect; on the % scale 0 is the no-effect control and ±100 the full control effect; nearly all actives have a fitted effect of over 65% in size
#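 First, reporter cells (HEPG2 CAGA-GFP) rested 2 h at 37 degrees C. Next, compounds were pinned in and TGF-beta added to 500 pg/mL final. After 18 h, GFP was imaged per cell and summed per well.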
# Mm-Cpn inhibitor: Inhibitors of TCP-1 ring complex (TRiC) of Methanococcus maripaludis (MmCpn): qHTS | Chaperonin Mm-Cpn (Methanococcus maripaludis) | purified Mm-Cpn ATPase, ADP Transcreener TR-FRET | Potency, µM (doses to about 76.9 µM), for the others: at the highest dose activity, negative = inhibition, actives largely listed as inhibitors | 330,000 tested, 0.031% active; further: potency means the concentration at half of the fitted maximal effect; on the % scale 0 is the no-effect control and ±100 the full control effect; nearly all actives have a fitted effect of over 80% in size
#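 ATP (10 uM final) was added to archaeal chaperonin (25 nM final) after 10 min exposure to test compound at 37°C; after 30 min further incubation, ADP was detected by competitive TR-FRET.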
# Nrf2 activator: qHTS of Nrf2 Activators; AREc32 ARE-luciferase reporter (MCF7-derived line), luminescence, 24 h; Potency, µM (series often up to 46.1 µM), inactives show at the highest dose activation, most hits filed as activators; 410,000 tested, 0.31% active; AID 624171, 2012; further: potency means the concentration at half of the fitted maximal effect; % of control where 0% means no effect; nearly all actives have a fitted effect of over 65% in size
#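 ARE activation measured as luciferase luminescence (Steady-Glo, 30 min RT) in AREc32_Fluc cells after 24 hr compound exposure at 37 deg C, 5% CO2; cells seeded overnight at 1000/well in OPTI-MEM, 5% FBS.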
# EPAC2 agonist: qHTS for Agonist of cAMP-regulated guanine nucleotide exchange factor 4 (EPAC2): primary screen; Rap guanine nucleotide exchange factor 4 (Homo sapiens), Q8WZA2; EPAC2 activation, biochemical qHTS; response scale: 100% = 6.5 mM cAMP response; Potency, µM (series often up to 154 µM), inactives show at the highest dose activation, usual class: activators; 360,000 tested, 0.079% active; AID 720711, 2013; further: potency means the concentration at half of the fitted maximal effect; nearly all actives have a fitted effect of over 50% in size
#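 Setup: EPAC2 100 nM, labeled Rap1B complex 250 nM, free GDP 50 uM. Compound titrations pinned in, brief spin, 5 min room temperature incubation. Kinetic fluorescence read over 30 min, normalized to 6.5 mM cAMP.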
# Akt phos inh: HTS Assay for Inhibitors of Akt Phophorylation: Primary Screen. Neuro2A IGF-stimulated pAkt S473 HTRF, 20 min; stronger effect = lower value. activity change, % for hits at 50 µM. 360,000 tested, 0.32% active. AID 651550, 2012; in the data active means activity change below about -80%; inconclusive means mostly about -51% to -80%; further: on the % scale 0 is the no-effect control and ±100 the full control effect
#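 Neuro2A cells (4,500/well, DMEM with 0.5% FBS) were treated with compound at a single 50 µM final concentration, stimulated with 6 nM IGF for 20 min at 37 °C, and lysed. Phospho-Akt Ser473 was read by HTRF as 665/615 ratio ×10^4.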
# CCT modulator: High-Throughput Screening for Modulators of Cytosolic Chaperonin Activity; purified chaperonin ATPase assay, HTRF ADP detection, 30 min; AID 651819, 2012; activity change, % (concentration not given with the values), hits read low; 360,000 tested, 0.3% active; in the data active means activity change below about -30%; further: on the % scale 0 is the no-effect control and ±100 the full control effect
#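 TRiC at 40 or 20 nM final (batch-dependent) in 30 mM Tris pH 7.4, 100 mM KCl, 5 mM MgCl2, 1 mM DTT, with compound at single 76 uM and 10 uM ATP, 30 min at 37 deg C. ADP detected by HTRF Transcreener, 665/615 ratio.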
# An asterisk follows results filed as active; i = inactive; ? = inconclusive; · = not tested or not shown; & = joins results of further samples; [ ] = dose if it differs, or a comment. Unless noted, the call rests on the fitted dose curve; in most records, active means well fitted curve in the direction sought with a large enough effect; inconclusive means small, poorly fitted or top-dose-only effect, or another doubt; inactive means no such curve, though single readings can be large; an effect the other way counts as inactive or inconclusive. These rows are one share of the data. The share of hits here may be higher or lower than overall.
SMILES,Nrf2 block,EPAC2 antagonist,A549 tox,TGFb inhibitor,Mm-Cpn inhibitor,Nrf2 activator,EPAC2 agonist,Akt phos inh,CCT modulator
CCN(CC)CCNC(=O)c1cc(-c2ccc(Br)s2)nc2ccccc12,-1%,9%,-17%&1%,?,?,-3.4%&0.1%,0%,i,1.0
CC(C)CCNC(=O)CN(Cc1ccccc1Cl)C(=O)CCC(=O)Nc1ccccn1,0%,9%,2%,-8%,-5%,-0.3%,-2%,i,-0.3
COc1ccc(C2SCCN2C(=S)Nc2ccc(Cl)cc2)cc1 (stereo not given),6%,-18%,10%,?,1%,0.5%,22%,i,-0.6
O=C(CN1CCN(S(=O)(=O)c2ccc(Cl)cc2)CC1)NCc1cccs1,-3%,7%,-4%,-7%,-1%,0.3%,3%,i,-2.4
O=S(=O)(c1ccc(Cl)c(NC(=S)Nc2cccc(O)c2)c1)N1CCOCC1,6%,-17%,-3%,9%,0%,3.8%,6%,i,0.4
CCOC(=O)c1ccc(COC(=O)c2cc(=O)[nH]c3ccccc23)o1,2%,-3%,-2%,8%,-2%,-0.4%,-10%,i,-2.5
CN(C(=O)Cn1nnc(-c2cccc(C(F)(F)F)c2)n1)C1CCCCC1,2%,8%,6%,?,-2%,-0.4%,-17%,i,0.6
O=S(=O)(NCCSc1ccccc1)c1ccc2c(c1)OCCO2,4%,-10%,-3%,-9%,2%,0.2%,10%,i,-2.9
Cc1ccc2oc(C(=O)N3CCC(N4CCSCC4)CC3)c(C)c2c1,-2%,-4%,7%,-14%,2%,-0.4%,3%,i,-0.9
O=[N+]([O-])c1ccc(F)cc1F,-3%,-14%,0%,5%,3%,-0.5%,5%,i,-0.6
CCOc1ccc(NC(=O)C(CC(=O)O)Cc2ccc(Br)cc2)cc1 (stereo not given),4%,0%,-1%,2%,1%,-0.7%,-2%,i,-1.0
CCSc1ncc(Cl)c(C(=O)N2CCN(c3ccccc3OC)CC2)n1,-8%,·,0%,?,·,-0.3%,·,·,·
Cc1ccc(-c2csc(NC(=O)c3cccc([N+](=O)[O-])c3C(=O)O)n2)cc1,5%,-6%,2%,7%,-1%,-0.3%,-2%,i,-0.3
CC(C)Cc1ccc(S(=O)(=O)NCC2CCCO2)cc1 (stereo not given),?,-20%,6%,-11%,-1%,0.1%[9.22 µM],3%,i,-2.7
Cc1cccc(-c2nnc(N)s2)c1,·,2%,7%,-4%,0%,-0.1%,3%,i,-0.2

# Only Mm-Cpn inhibitor, Nrf2 activator and Akt phos inh, for four of the compounds above:
SMILES	Mm-Cpn inhibitor	Nrf2 activator	Akt phos inh
O=S(=O)(c1ccc(Cl)c(NC(=S)Nc2cccc(O)c2)c1)N1CCOCC1	0%	3.8%	i
CCOC(=O)c1ccc(COC(=O)c2cc(=O)[nH]c3ccccc23)o1	-2%	-0.4%	i
CN(C(=O)Cn1nnc(-c2cccc(C(F)(F)F)c2)n1)C1CCCCC1	-2%	-0.4%	i
O=S(=O)(NCCSc1ccccc1)c1ccc2c(c1)OCCO2	2%	0.2%	i

# (more compounds)
SMILES,Nrf2 block,EPAC2 antagonist,A549 tox,TGFb inhibitor,Mm-Cpn inhibitor,Nrf2 activator,EPAC2 agonist,Akt phos inh,CCT modulator
Cc1cc(Cl)ccc1OCc1nc(-c2ccncc2)no1,?,-11%,8%,0%,1%,0.5%,2%,i,-0.7
NS(=O)(=O)c1cccc(NC(=O)CN2CCCc3ccccc32)c1,-18%,-7%,-7%,1%,-2%,-0.2%,8%,i,-20
CCCS(=O)(=O)N1CCC(C(=O)NC2CCCC(C)C2C)CC1 (stereo not given),?,3%,5%,20%,2%,-0.8%,0%[15.6 µM],·,-1.0
O=C(CN(Cc1ccco1)C(=O)c1ccc(Cl)cc1)Nc1c(Cl)cc(Cl)cc1Cl,-11%,-21%,0%,6%,1%,-0.1%,3%,i,-1.0
N#CC1(Nc2ccc([N+](=O)[O-])cc2)CCCC1,-1%,7%,-16%,-7%,·,1.7%,3%,i,1.4
Cc1ccc(S(=O)(=O)N2CCC(N3CCN(C)CC3)CC2)cc1Cl,30%,-8%,1%,-21%,-1%,-0.3%,0%,i,-0.7
O=C(c1ccccc1)N1CCSc2sccc2C1=O,-5%,-9%,-1%,-9%,-25%,-2.3%,15%,i,-2.1
O=C(CNC(=O)c1sc2ccccc2c1Cl)NCc1ccccc1,-11%,0%,-12%,0%,-8%,-0.3%,-8%,i,-3.0
COC(=O)CC1C(=O)NC2CCCCC2N1C(=O)CCl (stereo not given),?,-5%,-3%,1%,0%,?,4%,i,-0.7
O=C(Nc1nc2ccc(F)cc2s1)c1ccc(N2CCCC2=O)cc1,?,0%,-7%,-8%,-4%,2.2%,3%,i,1.8
COc1ccc(N2CCN(C3CCN(S(=O)(=O)c4ccc(F)cc4)CC3)CC2)cc1,10%,0%,3%,8%,0%,-0.7%,-8%,i,-1.9
CCOC(=O)[C@H]1[C@H]2COc3cc(OC)ccc3[C@@H]2N2C(=O)c3cc(OC)c(OC)cc3NC(=O)[C@@]12C,-12%,6%,1%,8%,-1%,4.3%,8%,i,-1.0
CCOC(=O)C(NC(C)=O)C(=O)Nc1ccc(C)cc1C (stereo not given),-1%,-2%,-2%,-15%,1%,-0.1%,-3%,i,-6.2
Cc1ccc(OCC(=O)NNC(=O)C2CCN(c3nccc(C)n3)CC2)cc1,4%,1%,7%,-16%,-1%,-0.2%,8%,i,0.5
CCN(CC)CCN(C(=O)c1ccc(S(=O)(=O)N(CC)c2ccccc2)cc1)c1nc2c(OC)ccc(OC)c2s1,-20%,-4%,-10%,2%,5%,0.1%,2%,i,0.2
CC1CC(C)CN(C(=O)Cn2c(SCC(=O)N3CCc4ccccc4C3)nc3ccccc32)C1 (stereo not given),-12%,4%,-19%,?,0%,2.7%,-19%,i,-9.5
COc1ccc(OCC(=O)OCC(=O)Nc2ccc(S(=O)(=O)N3CCCCC3)cc2)cc1,0%,-5%,-3%,1%,-2%,-0.4%,8%,i,0.4
CN1CCC[C@@H]1CCO[C@](C)(c1ccccc1)c1ccc(Cl)cc1,-6%,-9%,-23%,-7%,·,0.5%,4%,i,0.9
COc1ccc(-c2nnc(Nc3ccc(S(=O)(=O)Nc4nccs4)cc3)c3ccccc23)cc1,13%,-9%,6%,2%,-14%,-0.4%,6%,i,-0.8
CC(=O)Nc1nonc1-c1nnc(SCC(=O)Nc2cccc(F)c2)n1-c1ccccc1,-4%,·,-8%,14%,·,-0.1%,·,·,·
COc1ccc2c(c1)C(C)=CC(C)(C)N2C(=O)CN1C(=O)CCC1=O,·,7%,-6%,2%,-1%,0.8%,-8%,i,0.0
Cc1cc(CSc2ccccc2)ccc1NC(=O)COc1ccccc1,?,-4%,-9%,-6%,1%,0.3%,1%,i,2.3
Cc1cc(NC(=O)c2cc3ccccc3oc2=O)no1,-14%,6%,-4%,1%,1%,-0.2%,4%,·,-0.1
c1ccc(-c2noc(CSc3nnc(Cc4cccs4)n3-c3ccccc3)n2)cc1,?,-7%,-14%,?,-1%,3.7%,17%,i,-1.9
C/C(CC(=O)Nc1ccc(Cl)cc1C(F)(F)F)=N\NC(=O)c1ccccn1,?,-8%,-2%,-5%,3%,2.3%,-2%,i,-0.9
CC(=O)Nc1ccc(NC(=O)Cn2c(=O)n(-c3ccccc3)c(=O)c3oc4ccccc4c32)cc1,-17%,2%,-18%,6%,2%,0.2%,0%,i,-1.8
CC(C)c1ccc(NC(=O)C2(C)Cc3c(-c4ccc(N(C)C)cc4)ccnc3O2)cc1 (stereo not given),·,1%,·,-6%,·,-0.5%,-2%,i,0.1
Cc1ccc(C2=NN(S(=O)(=O)c3ccccc3)C(c3ccccc3O)C2)cc1 (stereo not given),-1%,-18%,-13%,-1%,0%,2.5%,22%,i,0.1
CCCCNC(=O)C1C2C=CC3(CN(Cc4ccc(C)cc4)C(=O)C13)O2 (stereo not given),4%,-2%,-2%,-14%,1%,0.0%,0%,i,0.6
C/C(=N\Nc1ccc([N+](=O)[O-])cc1)c1ccc(-n2nncc2C)cc1,?,19%,?,?,0%,1.0%,-163%[inhibitor],i,1.0
Cc1ccc(Cc2c(C)nc3nc(SCC(=O)NC(C)c4ccccc4)nn3c2C)cc1 (stereo not given),-14%[9.27 µM],·,2%,-17%,·,3.1%,·,·,·
COc1ccc(Cl)cc1C(=O)O/N=C(\N)c1ccccn1,?,1%,-15%,-7%,-2%,?,0%,i,-1.1
CCC(C)(C)NC(=O)CN(CCc1cccc(C)c1)C(=O)c1csnn1,-6%,1%,-10%,4%,-1%,1.6%,-6%,i,-0.7
COc1cc2c(cc1OC)NC(=O)C2,-9%,1%,2%,9%,·,3.1%,8%,i,-0.8
CC(=O)/C(N=Nc1nc2c([nH]1)c(=O)n(C)c(=O)n2C)=C(\C)O,9%,-4%,2%,18%,-1%,-0.5%,0%,i,0.2
Cc1ccc(-c2cn(-c3cccc(Cl)c3)c(S(=O)(=O)CC(=O)Nc3cccc(C)c3)n2)cc1,21%[9.27 µM],·,-21%,?,·,5.6%,·,·,·
